Screens (PubChem BioAssay)
TRHR agonist – qHTS for Small Molecule Agonists and Allosteric Enhancers of Human TRH Receptor: Primary Screen for Agonists. activation, % at 2 µM. 0.18% of 360,000 active. Thyrotropin-releasing hormone receptor (Homo sapiens), P34981. AID 493084, 2011. TRHR cells, calcium flux fluo-8, FDSS agonist mode; in the data active means activation above about 30%; further: 0% is about no effect
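In this calcium-flux screen, cells bearing human TRHR are dye-loaded with fluo-8, baselined for 10 cycles, then exposed to library compounds; positive kinetic calcium responses during the agonist phase mark hits, with TRH as control.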
BLM helicase inh – qHTS Assay for Inhibitors of Bloom's syndrome helicase (BLM). Potency, µM (highest dose often 56.1 µM), for inactives: top-dose activity change, negative = inhibition, actives largely listed as inhibitors. RecQ-like DNA helicase BLM (Homo sapiens), P54132. 0.2% of 350,000 active. recombinant BLM DNA unwinding, fluorescence dequenching;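 further: potency means the concentration at half of the fitted maximal effect; plate controls were vehicle for no effect and no enzyme for full effect; nearly all actives have a fitted effect of over 35% in size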
POLI inh – qHTS for Inhibitors of Polymerase Iota; 1% of 390,000 active; DNA polymerase iota (Homo sapiens), Q9UNA4; Pol iota fluorescent replication assay, 10 min; AID 588590, 2011; Potency, µM (titrated, usually from 115 µM), for inactives: at the top dose activity, negative = inhibition, hits mostly inhibitors; further: potency means the concentration at half of the fitted maximal effect
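Pol iota at 10 nM preincubated 15 min with compounds at room temperature; reaction started with fluorescent substrate, 50 nM final. Fluorescence read kinetically at 0 and 10 min; buffer-only wells as negative control.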
POLB inh – qHTS Assay for Inhibitors of DNA Polymerase Beta | P06746 | Potency, µM (top dose mostly 114 µM), for the others: top-dose activity change, negative = inhibition, hits mostly inhibitors | AID 485314, 2010 | Pol beta primer extension/strand displacement, fluorescence kinetic | 1.3% of 340,000 active; further: potency means the concentration at half of the fitted maximal effect; on the % scale 0 is the no-effect control and ±100 the full control effect
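Kinetic readout of DNA synthesis with strand displacement by Pol beta. Compound and 10 nM enzyme sit 15 min at room temperature; 50 nM substrate starts the reaction, read immediately and at 10 min.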
POLK inh – qHTS for Inhibitors of Polymerase Kappa; DNA polymerase kappa (Homo sapiens), Q9UBT6; purified Pol kappa, fluorescent DNA synthesis assay, 10 min; Potency, µM (top dose mostly 107 µM), without a hit: at the top dose activity, negative = inhibition, actives largely listed as inhibitors; 0.53% of 400,000 active; AID 588579, 2011; further: potency means the concentration at half of the fitted maximal effect; on the % scale 0 is the no-effect control and ±100 the full control effect
Target sequence (Q9UBT6 whole entry, looked up): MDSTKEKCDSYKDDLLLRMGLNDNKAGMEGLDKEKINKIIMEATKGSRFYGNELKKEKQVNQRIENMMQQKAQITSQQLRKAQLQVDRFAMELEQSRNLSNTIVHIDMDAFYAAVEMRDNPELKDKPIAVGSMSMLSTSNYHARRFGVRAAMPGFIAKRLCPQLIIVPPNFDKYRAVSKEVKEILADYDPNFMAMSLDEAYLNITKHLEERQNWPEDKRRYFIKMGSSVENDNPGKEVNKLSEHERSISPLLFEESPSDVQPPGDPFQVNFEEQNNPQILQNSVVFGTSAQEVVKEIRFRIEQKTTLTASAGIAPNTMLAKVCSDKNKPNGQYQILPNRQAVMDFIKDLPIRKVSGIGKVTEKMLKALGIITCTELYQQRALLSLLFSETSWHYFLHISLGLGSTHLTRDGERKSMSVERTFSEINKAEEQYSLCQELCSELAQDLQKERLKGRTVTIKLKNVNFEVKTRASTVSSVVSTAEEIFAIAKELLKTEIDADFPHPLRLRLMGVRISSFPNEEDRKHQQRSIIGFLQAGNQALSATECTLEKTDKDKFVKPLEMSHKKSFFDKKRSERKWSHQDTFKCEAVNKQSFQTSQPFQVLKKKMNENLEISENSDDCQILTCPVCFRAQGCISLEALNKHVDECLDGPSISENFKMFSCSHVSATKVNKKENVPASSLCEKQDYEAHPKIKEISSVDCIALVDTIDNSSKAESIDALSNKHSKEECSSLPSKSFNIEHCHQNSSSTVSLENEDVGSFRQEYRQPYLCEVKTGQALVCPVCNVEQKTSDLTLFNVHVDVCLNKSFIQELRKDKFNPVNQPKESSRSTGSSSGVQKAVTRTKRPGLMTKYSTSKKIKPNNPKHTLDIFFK
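First, compounds were pin-transferred onto 10 nM Pol kappa. After 15 min at room temperature, substrate was added to 50 nM final. Fluorescence was then measured kinetically at 0 and 10 min.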
APEX1 inh – qHTS Assay for Inhibitors of the Human Apurinic/apyrimidinic Endonuclease 1 (APE1); AID 2517, 2012; recombinant APE1, TAMRA/BHQ-2 abasic DNA cleavage fluorescence; Potency, µM (highest dose often 65.8 µM), for inactives: at the top dose activity change, negative = inhibition, actives largely listed as inhibitors; DNA repair nuclease/redox regulator APEX1 (Homo sapiens), P27695; 0.35% of 350,000 active;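 further: potency means the concentration at half of the fitted maximal effect; plate controls were vehicle for no effect and reference inhibitor for full effect; nearly all actives have a fitted effect of over 55% in size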
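Activity was derived from the fluorescence gain between first and third kinetic reads (60 s intervals, ex 525/em 598 nm) after 50 nM THF-abasic TAMRA/BHQ-2 duplex was added to 0.75 nM APE1 preincubated 15 min with compound.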
Anesthetic bind – qHTS Assay for Identification of Novel General Anesthetics; Ferritin light chain (Equus caballus), P02791; apoferritin/1-aminoanthracene competitive binding, fluorescence; Potency, µM (series often up to 77.5 µM), without a hit: at the top dose activity change, negative = displacement, actives largely listed as inhibitors; 0.074% of 350,000 active; AID 485281, 2010; further: potency means the concentration at half of the fitted maximal effect; on the % scale 0 is the no-effect control and ±100 the full control effect; nearly all actives have a fitted effect of over 20% in size
Target sequence (P02791 2-175 limits assumed): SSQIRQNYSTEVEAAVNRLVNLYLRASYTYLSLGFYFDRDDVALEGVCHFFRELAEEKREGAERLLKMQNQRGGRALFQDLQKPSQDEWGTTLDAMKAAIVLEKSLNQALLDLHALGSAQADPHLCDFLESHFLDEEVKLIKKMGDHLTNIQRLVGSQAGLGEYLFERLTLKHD
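10 uM apoferritin + 50% sat. 1-AMA, PBS; cpd 10 min RT; Ex380/Em535 endpoint; normalized to free probe vs complex; 4-param Hill fit; propofol titration as pos. ctrl.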
ERG-DNA inh – qHTS for Small Molecule Inhibitors of the ERG Ets/DNA interaction. Transcriptional regulator ERG (Homo sapiens), P11308. fluorescence polarization, His-ERG Ets domain / labelled DNA. Potency, µM (top dose mostly 76.9 µM), for the others: at the top dose FP activity, negative = inhibition, hits mostly inhibitors. 0.028% of 370,000 active. AID 624246, 2012; active means well fitted inhibition curve with a large enough effect in the polarisation, with a control signal flat; inconclusive means small, poorly fitted or top-dose-only effect, or effect the other way, or a change in a side signal; inactive means no such curve, though single readings can be large or run the other way; the % refers to the polarisation;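 further: polarization taken with two DNA probes labelled with fluorescein and Texas red; potency means the concentration at half of the fitted maximal effect; % of control where 0% means no effect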
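His-tagged ERG Ets domain (1 uM in the protein solution; 300mM KCl, 50mM Tris-HCl, 1mM EDTA, 1mM DTT, pH 7.5) received compound, then a probe mix of 5 nM fluorescein-DNA and 100nM Texas-615-DNA. Fluorescence polarization was read for both dyes.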
ALOX12 inh – Primary qHTS assay for inhibitors of human arachidonate 12S-lipoxygenase (ALOX12): Round 2; Potency, µM (series often up to 108 µM), without a hit: at the highest dose activity change, negative = inhibition, hits mostly inhibitors; purified 12hLO, xylenol orange hydroperoxide absorbance; Polyunsaturated fatty acid lipoxygenase ALOX12 (Homo sapiens), P18054; 1.1% of 580,000 active; further: potency means the concentration at half of the fitted maximal effect; on the % scale 0 is the no-effect control and ±100 the full control effect
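Hydroperoxide product was detected by ferrous iron/xylenol orange as the 573 to 405 nm absorbance ratio. Arachidonic acid at 40 uM (final) was turned over for 30 min at room temperature by 150 nM human 12hLO, pH 7.0 Hepes buffer, after 15 min compound preincubation.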
* = called active by the depositor; ? = inconclusive; nt = no result given; [ ] = another dose, or the depositor's remark. Unless noted, the call rests on the fitted dose curve; in most records, active means well fitted curve in the direction sought with a large enough effect; inconclusive means small, poorly fitted or top-dose-only effect, or another doubt; inactive means no such curve, though single readings can be large; an effect the other way counts as inactive or inconclusive. Not all compounds are listed; count on the stated rates, not on these rows.

SMILES	TRHR agonist	BLM helicase inh	POLI inh	POLB inh	POLK inh	APEX1 inh	Anesthetic bind	ERG-DNA inh	ALOX12 inh
Nc1[nH][nH]c(=O)c1N=Nc1ccc2c(c1)OCO2	-0.5	-11%	?	?	-10%	0%	-22%	16%	-10%
COCCCNC(=O)CCn1c(=O)c2ccccc2n(CC(=O)NCCC2=CCCCC2)c1=O	0.1	-3%	-13%	53%	12%	5%	1%	-1%	-3%
Cc1c(C(=O)N2CCCCC2)c(S(=O)(=O)NCc2ccc(F)cc2)c(C)n1C	1.1	0%	26%	29%	2%	16%	-6%	13%	20%
O=C(CC1CCCC1)Nc1ccc2c(c1)CCC2	-0.7	-2%	14%	1%	-4%	-7%	?	-7%	-15%
Cn1c(=O)c2sccc2n2c(CCC(=O)NCc3ccc(F)cc3)nnc12	0.4	1%	1%	-15%	4%	nt	19%	-8%	0%
O=C(CNC(=O)c1ccccc1)N/N=C/c1cc(Br)ccc1O	-1.6	-3%	21%	0%	4%	1%	-7%	11%	-15%
COc1ccc(C(=O)NC2CCN(Cc3c(F)cccc3Cl)CC2)cc1OC	-0.8	0%	16%	61%	-20%	-2%	-6%	-3%	-7%
N=C(c1ccc([N+](=O)[O-])cc1)N1CCCCCC1	0.8	2%	2%	3%	-1%	-1%	-1%	-9%	11%
CCC(C(=O)Nc1sc(C(N)=O)c(C)c1C(=O)OC)c1ccccc1 (stereo not drawn)	2.7	-12%	98%[activator]	3%	-2%	0%	-24%	-4%	-27%
CCCCCCCN1C(Nc2ccccc2)=NC[C@@H]1Cc1ccccc1	1.0	-3%	?	4%	-2%	-6%	-23%	-16%	-6%
CCOC(=O)N1CCc2c(sc3c2c(=O)n(Cc2ccccc2)c(=O)n3Cc2ccccc2F)C1	-0.1	-5%	30%	16%	-5%	15%	-13%	7%	-1%
CCOC(=O)C1CCN(CCCSc2ccc(Cl)cc2)CC1	-0.1	3%	141%[activator]	21%	-10%	6%	-6%	-15%	?
CCOc1ccc(N(C(C)C(=O)NC2CCCCCC2)S(C)(=O)=O)cc1 (stereo not drawn)	-0.4	1%	-3%	1%	-11%	-5%	-6%	-5%	-15%
O=C(CCCN1C(=O)c2cccc3cccc(c23)C1=O)N1CCN(c2ccc(F)cc2)CC1	-1.9	0%	142%[activator]	?	-1%	4%	-10%	2%	-14%
COn1c(=O)c(-c2ccc(F)cc2)[n+]([O-])c2ccccc21	0.2	-2%	237%[activator]	47%	0%	-1%	5%	3%	35%
Cc1ccc2oc(C(=O)N(CCO)Cc3ccccc3)c(C)c2c1	0.6	-5%	25%	-2%	2%	-2%	1%	11%	-59%
CC1CCCN(C(=O)CSc2nnc3n(C4CCCC4)c(=O)c4ccccc4n23)C1 (stereo not drawn)	0.9	1%	29%	-1%	-6%	-4%	-2%	-11%	0%
COc1ccc(NC(=O)c2cc(OC)c(OC)c(OC)c2Br)cc1OC	-0.2	-1%	20%	-11%	-9%	0%	-2%	-1%	13%
COc1ccccc1CNc1ccnc(-c2ccc(N(C)C)cc2)n1	nt	-16%	nt	nt	?	-8%	nt	nt	25µM*
COc1cc(CNCCc2ccccc2F)ccc1OCC(=O)N1CCCCC1	0.7	3%	-3%	2%	-1%	3%	?	3%	-8%
O=C(COC(=O)c1cnccn1)NCc1ccc2c(c1)OCO2	0.3	0%	68%[activator]	1%	4%	-1%	-12%	8%	-9%
COc1cc2c(cc1OC)-c1c(oc3cc(O)cc(O)c3c1=O)CO2	nt	-7%	nt	nt	32µM*	?	-7%	nt	nt
COC(=O)Cn1nc(-c2ccccc2)n(-c2ccccc2)c1=S	nt	-2%	20%	7%	-10%	-3%	-17%	-13%	0%
COc1ccc(Oc2ncc3nc(C)c(=O)n(Cc4ccc(F)cc4)c3n2)cc1	nt	0%	nt	nt	-4%[60.1 µM]	-2%	nt	nt	?
COc1ccc2cc(CNc3ccccc3)c(=O)n(CC(=O)Nc3ccc(C(C)=O)cc3)c2c1	0.2	-5%	12%	4%	-16%	nt	-3%	-2%	-19%

Exported in CSV form: ten of the compounds above
SMILES,TRHR agonist,BLM helicase inh,POLI inh,POLB inh,POLK inh,APEX1 inh,Anesthetic bind,ERG-DNA inh,ALOX12 inh
CCOc1ccc(N(C(C)C(=O)NC2CCCCCC2)S(C)(=O)=O)cc1 (stereo not drawn),-0.4,1%,-3%,1%,-11%,-5%,-6%,-5%,-15%
O=C(CCCN1C(=O)c2cccc3cccc(c23)C1=O)N1CCN(c2ccc(F)cc2)CC1,-1.9,0%,142%[activator],?,-1%,4%,-10%,2%,-14%
COn1c(=O)c(-c2ccc(F)cc2)[n+]([O-])c2ccccc21,0.2,-2%,237%[activator],47%,0%,-1%,5%,3%,35%
Cc1ccc2oc(C(=O)N(CCO)Cc3ccccc3)c(C)c2c1,0.6,-5%,25%,-2%,2%,-2%,1%,11%,-59%
CC1CCCN(C(=O)CSc2nnc3n(C4CCCC4)c(=O)c4ccccc4n23)C1 (stereo not drawn),0.9,1%,29%,-1%,-6%,-4%,-2%,-11%,0%
COc1ccc(NC(=O)c2cc(OC)c(OC)c(OC)c2Br)cc1OC,-0.2,-1%,20%,-11%,-9%,0%,-2%,-1%,13%
COc1ccccc1CNc1ccnc(-c2ccc(N(C)C)cc2)n1,nt,-16%,nt,nt,?,-8%,nt,nt,25µM*
COc1cc(CNCCc2ccccc2F)ccc1OCC(=O)N1CCCCC1,0.7,3%,-3%,2%,-1%,3%,?,3%,-8%
O=C(COC(=O)c1cnccn1)NCc1ccc2c(c1)OCO2,0.3,0%,68%[activator],1%,4%,-1%,-12%,8%,-9%
COc1cc2c(cc1OC)-c1c(oc3cc(O)cc(O)c3c1=O)CO2,nt,-7%,nt,nt,32µM*,?,-7%,nt,nt

(continued)
SMILES	TRHR agonist	BLM helicase inh	POLI inh	POLB inh	POLK inh	APEX1 inh	Anesthetic bind	ERG-DNA inh	ALOX12 inh
CCCc1cc(=O)[nH]c(SCC(=O)NC2CCCc3ccccc32)n1 (stereo not drawn)	0.0	-2%	19%	1%	-1%	-11%	-8%	-4%	12%
O=S(=O)(Cc1ccccc1)c1cnc2ccccc2n1	-0.2	-9%	4%	7%	-5%	-1%	?	-2%	0%
O=S(=O)(c1ccc(F)c(F)c1)N1CCC2(CC1)OCCO2	0.8	-2%	1%	-2%	-12%	7%	-2%	5%	2%
C=CCc1c(C)nc(-c2ccccc2)nc1Nc1ccccc1O	-0.1	-12%	9%	?	-12%	?	-15%	21%	0%
Cc1ccc(Cn2nnnc2CN2CCC(NC(=O)c3ccc(Br)cc3)CC2)cc1	-0.4	-6%	-5%	12%	0%	-5%	-2%	3%	-25%
CCc1cccc(-n2nnc(-c3nsc(NC(=O)c4cccc(OC)c4)n3)c2C)c1	0.5	-2%	3%	-3%	-4%	nt	?	-6%	-22%
COc1ccc(S(=O)(=O)NCCc2csc3nc(-c4ccc(OC)c(OC)c4)nn23)cc1C	-0.6	4%	8%	3%	-1%[60.1 µM]	nt	-12%	0%	-23%
Cn1c(=O)[nH]c(=O)c2[nH]c(NCCCN3CCOCC3)nc21	-1.5	0%	-4%	-21%	2%	5%	6%	2%	-5%
CCOC(=O)c1c(C)[nH]c(C)c1S(=O)(=O)N1CCC(C(=O)N2CCN(c3cccc(C)c3)C(C)C2)CC1 (stereo not drawn)	-0.6	-1%	5%	12%	-12%[60.1 µM]	nt	-9%	-5%	-24%
CN1CCCC2(CCN(C(=O)c3cccc(F)c3)CC2)C1	nt	0%	nt	nt	-13%[60.1 µM]	1%	nt	nt	-12%[57.4 µM]
Cc1ccc(CN2CC(C(=O)N(C)CC(=O)Nc3cccc(F)c3)CC2=O)cc1 (stereo not drawn)	0.1	0%	26%	92%	-3%	-1%	-4%	2%	?
CC1=CC2=NC(=O)/C(=C\c3ccc(-c4ccc(Cl)cc4)o3)C(=N)N2O1	9.2	-11%	nt	-17%	nt	-2%	-9%	nt	-29%
CCCC(=O)Nc1ccc(C(=O)NCCc2ccc(F)cc2)cc1	-0.1	-5%	-4%	-9%	6%	-13%	-10%	-11%	-9%
O=C(Cc1ccc(NC(=O)C2CCN(C(=O)C3CCC3)CC2)cc1)Nc1ccc(C(=O)N2CCOCC2)cc1	nt	nt	-11%	nt	-3%	nt	nt	1%	-12%
COc1ccc2nc(SCC(=O)Nc3ccc(S(=O)(=O)N4CCCC4)cc3)c(C#N)cc2c1	2.0	-3%	9%	1%	12%	1%	-4%	10%	-3%
CN(CC(=O)N1CCN(c2ccc(F)cc2)CC1)S(=O)(=O)c1ccc(F)cc1	-2.5	-3%	5%	1%	3%	6%	-5%	5%	201%[activator]
Cn1sc(=O)n(Cc2ccccc2)c1=O	nt	0%	nt	nt	16%[60.1 µM]	-3%	-14%	nt	nt
